Screens: PubChem BioAssay, National Center for Advancing Translational Sciences (NCATS)
FEN1 inh: qHTS Assay for the Inhibitors of Human Flap endonuclease 1 (FEN1); Potency, µM (titrated, usually from 114 µM), inactives show at the highest dose activity change, negative = inhibition, most hits filed as inhibitors; AID 588795, 2011; 390,000 compounds, 0.35% hits; P39748; Recombinant FEN1 flap cleavage, fluorescence, 15 min; also: nearly all actives have a fitted effect of over 65% in size
Target sequence (P39748 whole entry, looked up): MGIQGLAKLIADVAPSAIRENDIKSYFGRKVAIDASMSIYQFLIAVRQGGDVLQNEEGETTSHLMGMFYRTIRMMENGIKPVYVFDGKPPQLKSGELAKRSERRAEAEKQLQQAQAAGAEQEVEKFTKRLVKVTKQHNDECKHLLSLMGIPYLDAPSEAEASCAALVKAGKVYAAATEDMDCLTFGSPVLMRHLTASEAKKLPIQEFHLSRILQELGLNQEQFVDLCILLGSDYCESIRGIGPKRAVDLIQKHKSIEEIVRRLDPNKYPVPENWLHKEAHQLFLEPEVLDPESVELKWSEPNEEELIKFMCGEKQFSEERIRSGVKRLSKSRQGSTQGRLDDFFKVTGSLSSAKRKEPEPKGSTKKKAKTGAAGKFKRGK
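FEN1 at 10 nM preincubated with compounds 15 min at room temperature, then flap DNA substrate added at 50 nM final. Signal read at 0 and 15 min; concentration-response fitted with four-parameter Hill equation.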
KAT2A inh: qHTS Assay for Inhibitors of GCN5L2; Histone acetyltransferase KAT2A (Homo sapiens), Q92830; GCN5L2 HAT assay, ThioGlo1 CoA-SH fluorescence; Potency, µM (series often up to 58.9 µM), for inactives: top-dose activity change, negative = inhibition, usual class: inhibitors; 390,000 compounds, 0.21% hits; AID 504327, 2011
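Titration-based screen in which CoA formation is detected via maleimide probe ThioGlo1 (50uM) turning fluorescent on thiol reaction; substrates H3(1-25) 75uM and acetyl-CoA 70uM, GCN5L2 20nM, 20 min incubation at room temperature.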
N370S GC mod: qHTS Assay for Inhibitors and Activators of N370S glucocerebrosidase as a Potential Chaperone Treatment of Gaucher Disease | Lysosomal acid glucosylceramidase (Homo sapiens), P04062 | AID 2101, 2009 | 330,000 compounds, 0.092% hits | Potency, µM (top dose mostly 59.4 µM), for the others: at the top dose activity change, negative = inhibition, actives largely listed as inhibitors | N370S GC spleen homogenate, 4MU-glucoside fluorescence;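 also: 0% = full enzyme activity and -100% = no enzyme basal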
* hit, by the source's call; u = inconclusive; x = no result given; & = joins results of further samples; [ ] = another dose, or the depositor's remark. Calls follow the shape of the dose curve; as a rule, active = well fitted curve in the direction sought with a large enough effect; inconclusive = small, poorly fitted or top-dose-only effect, or another doubt; inactive = no such curve, though single readings can be large; an effect the other way counts as inactive or inconclusive. Unless noted, % is scaled to controls: 0 for no effect and ±100 for the full control effect; potency is read from the fitted curve at half-maximal effect.

SMILES	FEN1 inh	KAT2A inh	N370S GC mod
COCCCNC(=O)CCn1c(=O)c2ccccc2n(CC(=O)NCCc2ccc(OC)c(OC)c2)c1=O	11%	1%	3%
CCc1nn(CC(=O)N2CCC(C)CC2)c(=O)c2cc3occc3n12	-1%	-3%	x
Cc1c(NC(=O)C(C)OC(=O)CCc2ccccc2)c(=O)n(-c2ccccc2)n1C (stereo not drawn)	1%	0%	-14%
CCN1CCN(CCOc2cccc(Cl)c2Cl)CC1	4%	-5%	8%
COc1cc(-c2nc3ccccn3c2Nc2ccccc2C)ccc1O	u	-13%	x
Cc1ccc(S(=O)(=O)NC(C(=O)Oc2ccc3c(C)c(Cl)c(=O)oc3c2)c2ccccc2)cc1 (stereo not drawn)	-5%	u	u
Nc1cc(N2CCCCC2)nc(N)[n+]1OS(=O)(=O)[O-]	x	19%&0%	-8%&1%
Cc1ccc2cc3c(N)c(C(=O)N4CCOCC4)sc3nc2c1	0%	-11%	-6%
CN(C)CCCNC(=S)N1CCC(c2nc3ccccc3[nH]2)CC1	20%	-5%	3%
COc1ccc(C(=O)Nc2cc(C)nn2-c2cccc(F)c2)cc1	6%	-7%	-2%
Cc1cccc(C)c1-n1c(C)nn(CCOc2ccccc2)c1=O	0%	-15%	19%
C[C@H](CO)N1C[C@H](C)[C@H](CN(C)S(=O)(=O)c2cn(C)cn2)Oc2ccc(NC(=O)Nc3ccc(C(F)(F)F)cc3)cc2CC1=O	3%	-3%	x
CCOc1ccc(S(=O)(=O)N2CCN(Cc3nc4ccc(C)cc4o3)CC2)cc1	-8%	-6%	x
O=c1c2c(nc3c(-c4ccc(Cl)cc4)c[nH]n13)CCC2	-5%	-13%	4%
O=C(Nc1ccccc1C(=O)O)c1ccc2ccccc2n1	3%	1%	8%
CC1(C)Cn2c(nc(=O)c3c2NCN(CCc2ccccc2)C3)S1	x	-16%	-3%
CCC(=O)NNC(=O)c1c(O)c2ccccc2[nH]c1=O	16%	4%	-2%
COc1ccc(C2=NN(C(=O)CCC(=O)O)C(c3ccccc3F)C2)cc1 (stereo not drawn)	6%	-5%	-2%
CCOC(=O)c1ccc(NC(=O)c2nc(SCc3ccc(F)cc3)ncc2Cl)cc1	2%	-8%	x
CC1(C)CC(=O)N(c2cccc(C(F)(F)F)c2)C(=O)C1	18%	-8%	1%
O=C(NC1CCN(Cc2ccccc2)CC1)c1ccccc1OCc1ccccc1Cl	-25%	-9%	-6%
Cc1ccc(SCCC(=O)NC2CC2)cc1	-1%	-3%	-13%
O=C(Nc1cc(C(F)(F)F)ccc1-n1cncn1)C1CC1	6%	2%	-6%
O=C(Cn1cc(SCc2cccc(Cl)c2)c2ccccc21)N1CCCCCC1	8%	-11%	x
COc1cc(Cl)ccc1S(=O)(=O)n1nc(C)cc1C	12%	-11%	8%
COc1ccc(/C=C/C(=O)c2ccc(OC)cc2OC)c(OC)c1	-11%	-6%	24%
CC(C)(C)c1ccc(C(=O)Nc2onc3c2CCCC3)cc1	-19%	-12%	x
Cc1ccc(C)c(Cc2c(C)nc3c(C(=O)NCc4ccc5c(c4)OCO5)cnn3c2C)c1	x	-4%	u
Cc1ccc(S(=O)(=O)NCC(=O)Nc2cccc([N+](=O)[O-])c2)cc1	1%	-5%	-16%
Cc1n[nH]c(=S)n1Cc1ccccc1	-2%	2%	-1%
CCOC(=O)N1CCN(C(=O)/C(=C/c2ccccc2OC)NC(=O)c2ccccc2)CC1	-4%	-2%	1%
C/C(=N\NC(=O)C(O)c1ccccc1)c1ccc(Cl)cc1 (stereo not drawn)	-15%	7%	8%
CC(Sc1nnc(C2CC2)n1C1CC1)C(=O)c1ccc(Br)cc1 (stereo not drawn)	2%	-5%	-10%
COc1ccccc1NS(=O)(=O)c1ccc2c(c1)NC(=O)C(C)S2 (stereo not drawn)	3%	-20%	0%
CC(CCc1ccccc1)NC(=O)CNC(=O)c1ccccc1Br (stereo not drawn)	6%	2%	1%
COC(=O)c1cc(CC(=O)c2ccc(O)cc2O)c(C)o1	-12%	-5%	1%
O=C(CSc1nnnn1-c1ccccc1)NC1CCCc2ccccc21 (stereo not drawn)	-22%	-15%	7%
O=C1NC(=O)N(Cc2ccccc2)C1=O	-4%	16%	-3%
COc1cc(OC)c(NS(=O)(=O)c2ccc(Cl)c(C(=O)OC(C)C(=O)N3CCCC3)c2)cc1Cl (stereo not drawn)	-6%	-1%	-4%
Cc1nnc(NC(=O)CSC2CCCCC2)s1	18%	1%	2%
CCCCn1c(O)c(N=NC(=O)c2ccco2)c2ccccc21	5%	-5%	16%
CCC(NC(=O)c1ccccc1O)c1ccccc1 (stereo not drawn)	-7%	-3%	7%
COC(=O)[C@H](CCSC)NC(=O)N1CCN(Cc2ccccc2)CC1	-5%	0%	-20%
CCc1ccc(C2CC(=O)c3c([nH]c(C(=O)OCCOc4ccccc4)c3C)C2)cc1 (stereo not drawn)	11%	-1%	x
CN(C(=O)c1ccoc1)c1ccc2ccccc2c1	-9%	-6%	-6%
COc1ccc(N(C)S(=O)(=O)c2cccc(C(=O)NC3CCCC(C)C3C)c2)cc1 (stereo not drawn)	9%	-27%	3%
Cc1cc(C(=O)N/N=C/c2ccc(Br)o2)n[nH]1	-9%	-13%	0%
Cc1ccc(-n2c(Cc3ccccc3)nnc2SCc2nc(-c3cccs3)no2)cc1C	-5%	-2%	x
Cc1nc2nc(SCC(=O)NCc3ccccc3)nn2c(C)c1Cc1ccccc1Cl	-2%	-7%	x
Cc1ccccc1-c1nnc(SCC(=O)Nc2cccc(C)c2C)o1	-2%	0%	28%
Cc1ccc(NC(=O)c2ccc(NCCCN3CCC(C)CC3)c([N+](=O)[O-])c2)c(C)c1	-3%	-12%	-26%
O=C(CCC(=O)OCC(=O)c1ccc(-c2ccccc2)cc1)Nc1cccc2cccnc12	-7%	-3%	3%
CC(=O)Nc1nonc1NC(=O)CSC1=NCCS1	6%	-2%	2%
CC(C)CC(=O)NN(C)c1nc(-c2ccccc2)nnc1C(F)(F)F	-11%	-7%	-16%
O=C1c2ccccc2C2(c3ccccc3)NCCN12 (stereo not drawn)	-11%	-1%	-25%
Cc1ccc(C(=O)OCC2OC3OC(C)(C)OC3C2O)cc1 (stereo not drawn)	2%	-1%	-18%
Cc1cc(S(=O)(=O)c2cc3ccc(O)c(C)c3oc2=O)ccc1F	-2%	u	u
O=C(COc1ccc([N+](=O)[O-])cc1)NCCc1nc2ccccc2[nH]1	-12%	-12%	-10%
CCO[C@H]1OC(C(=O)N2CCN(Cc3ccc4c(c3)OCO4)CC2)=C[C@@H](c2cn(C(C)=O)c3ccccc23)[C@@H]1CCCO	-33%	-7%	-14%
COc1ccc(N2CCN(CC(O)COCCOc3ccc(Br)cc3)CC2)cc1 (stereo not drawn)	-4%	-4%	-11%
Remaining list, next part:
SMILES	FEN1 inh	KAT2A inh	N370S GC mod
CC(O)c1cccc(N=Cc2ccc3ccccc3c2O)c1 (stereo not drawn)	u	-23%	4%
CC(NC(=O)/C(C#N)=C1\N=C(NC(=O)c2ccco2)c2ccccc21)c1ccccc1 (stereo not drawn)	-23%	2%	6%
O=C(NCc1ccco1)c1sc2ccccc2c1Cl	13%	-8%	7%
NC(=S)NNC(=O)c1cccc(Cl)c1	1%	2%	-10%
COc1ccccc1-n1cnnc1SCC(=O)Nc1nc(C)c(Cl)cc1Cl	-7%	-15%	-1%
O=C(CN1CCCC1)Nc1sc2c(c1C(=O)Nc1ccccc1)CCCC2	-1%	-1%	-3%
OC(CNC1CCCCC1)COCCOc1ccc(Br)cc1 (stereo not drawn)	8%	1%	u
O=C1Nc2ccccc2C1Cc1ccc(Br)cc1 (stereo not drawn)	-4%	-1%	x
Cc1cnc(NC(=O)CSc2nnc(-c3ccc(Cl)cc3Cl)n2N)s1	-3%	-15%	9%
O=C1CN(S(=O)(=O)c2ccccc2)CCN1S(=O)(=O)c1ccccc1	-4%	0%	-7%
CN(C)CCN(Cc1ccccc1)S(=O)(=O)c1ccc2[nH]c(=O)ccc2c1	12%	-6%	x
COC(=O)c1ccc(CN2CCN(C(C)C)C(CCO)C2)cc1 (stereo not drawn)	-1%	43%[activator]	9%
COc1ccc(CCNC(=O)C/C(C)=N/NC(=O)c2ccc(Cl)cc2Cl)cc1OC	1%	-4%	2%
Cc1cc(NS(=O)(=O)c2ccc(Nc3nc(-c4sc(NC(=O)c5ccccc5)nc4C)cs3)cc2)no1	x	-12%	-15%
CC(C)C1C(C#N)=C(N)Oc2n[nH]c(-c3ccc4ccccc4c3)c21 (stereo not drawn)	-13%	-9%	-26%
CC1CCCCC1NC(=O)c1cncc(Br)c1 (stereo not drawn)	8%	1%	2%
COCC1CCN(C(=O)CC2C(=O)NCCN2Cc2cccc(Oc3ccccc3)c2)CC1 (stereo not drawn)	-8%	1%	-3%
COc1cccc(C(C(=O)NC2CCCC2)N(C(=O)c2ccco2)c2cccc(C(C)=O)c2)c1OC (stereo not drawn)	-3%	-5%	0%
Cc1ccc(NC(=O)NC2=N/C(=C(/C#N)C(=O)N3CCCC3)c3ccccc32)cc1	-7%	-2%	6%[2.35 µM]
COc1ccccc1NC(=O)CCc1nc2ccccc2s1	0%	-7%	0%
CCCCOc1ccccc1C(=O)NCC(=O)O	-2%	-2%	7%
CC(=O)Nc1cccc(Oc2cnc3ccccc3n2)c1	-11%	-5%	4%
CCOc1ccc(N2C(=O)CC(Sc3nc(CC(C)C)ccc3C#N)C2=O)cc1 (stereo not drawn)	14%	-3%	7%
COc1ccccc1NC(=O)c1cc2cc(Br)ccc2oc1=N	-2%	-2%	-5%
O=C(/C=C/c1cccc([N+](=O)[O-])c1)NCCSCc1c(Cl)cccc1Cl	5%	-14%	9%
Cc1ccnc(NC(=O)CCC(=O)N(CC(=O)NC2CCCCC2)CC2CCCO2)c1 (stereo not drawn)	7%	1%	-9%
CSc1cccc(NS(=O)(=O)c2ccc(F)cc2)c1	-1%	-23%	-6%
COc1ccc(Cn2c(N)c(S(=O)(=O)c3cccs3)c3nc4ccccc4nc32)cc1	-10%	-9%	-3%
Cc1cc(C)c(NC(=O)C2c3ccccc3Oc3ccccc32)c(C)c1	9%	3%	7%
CC[C@@H](C)[C@@H]1CN([C@@H](C)CN2CCC[C@H]2CN2C(N)=NC[C@H]2CC(C)C)C(=N)N1CCCC1CCCC1	-13%	-14%	x

Not a retest: an excerpt of the list.
SMILES	FEN1 inh	KAT2A inh	N370S GC mod
CC1CCCCC1NC(=O)c1cncc(Br)c1 (stereo not drawn)	8%	1%	2%
COCC1CCN(C(=O)CC2C(=O)NCCN2Cc2cccc(Oc3ccccc3)c2)CC1 (stereo not drawn)	-8%	1%	-3%
COc1cccc(C(C(=O)NC2CCCC2)N(C(=O)c2ccco2)c2cccc(C(C)=O)c2)c1OC (stereo not drawn)	-3%	-5%	0%
Cc1ccc(NC(=O)NC2=N/C(=C(/C#N)C(=O)N3CCCC3)c3ccccc32)cc1	-7%	-2%	6%[2.35 µM]
COc1ccccc1NC(=O)CCc1nc2ccccc2s1	0%	-7%	0%
CCCCOc1ccccc1C(=O)NCC(=O)O	-2%	-2%	7%
CC(=O)Nc1cccc(Oc2cnc3ccccc3n2)c1	-11%	-5%	4%
CCOc1ccc(N2C(=O)CC(Sc3nc(CC(C)C)ccc3C#N)C2=O)cc1 (stereo not drawn)	14%	-3%	7%
COc1ccccc1NC(=O)c1cc2cc(Br)ccc2oc1=N	-2%	-2%	-5%
O=C(/C=C/c1cccc([N+](=O)[O-])c1)NCCSCc1c(Cl)cccc1Cl	5%	-14%	9%
Cc1ccnc(NC(=O)CCC(=O)N(CC(=O)NC2CCCCC2)CC2CCCO2)c1 (stereo not drawn)	7%	1%	-9%
CSc1cccc(NS(=O)(=O)c2ccc(F)cc2)c1	-1%	-23%	-6%
COc1ccc(Cn2c(N)c(S(=O)(=O)c3cccs3)c3nc4ccccc4nc32)cc1	-10%	-9%	-3%
Cc1cc(C)c(NC(=O)C2c3ccccc3Oc3ccccc32)c(C)c1	9%	3%	7%
CC[C@@H](C)[C@@H]1CN([C@@H](C)CN2CCC[C@H]2CN2C(N)=NC[C@H]2CC(C)C)C(=N)N1CCCC1CCCC1	-13%	-14%	x

Next part:
SMILES	FEN1 inh	KAT2A inh	N370S GC mod
CCCSc1nc2c(cnn2-c2ccccc2)c(=O)[nH]1	4%	0%	u
Cc1nnc(SCC(=O)NC(C)(C)C)n1NCc1cccc(Br)c1	-6%	-3%	-1%
CCCCCc1nc2c(=O)n(C)c3ccccc3c2o1	0%	3%	14%
Cc1ccc(C)c(OCc2cc(C(=O)N3CCN(c4ccccc4C)CC3C)no2)c1 (stereo not drawn)	8%	3%	1%
Cc1cccc(OC(=O)c2cc(-c3ccc(Cl)cc3)on2)c1C	9%	-13%	x
CC1CCN(S(=O)(=O)c2ccc3c(c2)oc(=O)n3CC(=O)N2c3ccccc3CC2C)CC1 (stereo not drawn)	30%	1%	-2%
Cc1cccc(C)c1OCCNC(=O)CCC(=O)c1ccccc1	7%	-7%	7%
